Screens (PubChem)
B2AR arrestin = agonists driving beta-arrestin recruitment to human beta2-adrenergic receptor | beta-arrestin recruitment to beta2AR, cell-based reporter | Potency, µM (highest dose often 46.1 µM), for inactives: top-dose activation, usual class: activators | 0.02% of 330,000 active | AID 492947;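 also: potency is read from the fitted curve at half-maximal effect; 0% = DMSO controls and full agonism = EC100 isoproterenol or metaproterenol; nearly all actives have a fitted effect of over 65% in size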
Coupling enz = counter-screen for Giardia aldolase inhibitors: coupling enzyme system; coupling enzyme system counterscreen, AmpLite Red fluorescence; activity change, negative = inhibition, % at 58.2 µM, hits read low; 0.67% of 290,000 active; in the data active = activity change below about -30%; also: % is scaled to controls: 0 for no effect and ±100 for the full control effect
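Compounds tested against the coupling enzymes alone at 57.5 uM final; readout was AmpLite Red fluorescence (525/598 nm) after 20 min at RT.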
TRPV1 agonist = activates the human vanilloid receptor TRPV1; TRPV1-expressing cells, Fluo-8 calcium influx, agonist mode; activation, % at 8.33 µM; 0.19% of 320,000 active; AID 540275; in the data active = activation above about 80%; inconclusive = between about 30% and that limit; also: 0% is about no effect
Target sequence (Q8NER1 whole entry, looked up): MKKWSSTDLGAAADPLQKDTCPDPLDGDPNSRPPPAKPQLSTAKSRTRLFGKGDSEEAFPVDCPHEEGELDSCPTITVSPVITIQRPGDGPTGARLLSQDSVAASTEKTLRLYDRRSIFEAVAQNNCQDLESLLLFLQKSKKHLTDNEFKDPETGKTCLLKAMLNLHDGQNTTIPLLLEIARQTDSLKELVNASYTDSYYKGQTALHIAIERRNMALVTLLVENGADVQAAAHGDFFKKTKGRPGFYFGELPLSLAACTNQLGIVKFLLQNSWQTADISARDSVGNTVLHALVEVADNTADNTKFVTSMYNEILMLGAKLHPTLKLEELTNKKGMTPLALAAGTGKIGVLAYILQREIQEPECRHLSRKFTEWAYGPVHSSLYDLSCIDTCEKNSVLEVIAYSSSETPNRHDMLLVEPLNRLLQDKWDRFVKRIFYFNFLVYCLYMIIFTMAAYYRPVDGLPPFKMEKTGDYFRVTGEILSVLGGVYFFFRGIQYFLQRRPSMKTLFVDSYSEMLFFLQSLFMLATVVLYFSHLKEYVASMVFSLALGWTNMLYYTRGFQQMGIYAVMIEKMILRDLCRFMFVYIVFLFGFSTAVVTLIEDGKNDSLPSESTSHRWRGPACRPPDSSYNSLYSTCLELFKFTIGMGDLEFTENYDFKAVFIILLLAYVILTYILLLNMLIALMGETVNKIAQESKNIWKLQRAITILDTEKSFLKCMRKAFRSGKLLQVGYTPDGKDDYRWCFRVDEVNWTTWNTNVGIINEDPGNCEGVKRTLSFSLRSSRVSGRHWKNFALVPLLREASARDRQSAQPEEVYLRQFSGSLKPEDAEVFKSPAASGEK
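Cells expressing TRPV1 were dye-loaded with Fluo-8 and read kinetically: 10 s baseline, 3 min after compound (agonist portion), then 2 min after EC20 capsaicin (allosteric enhancer portion). Calcium-bound dye fluorescence at 480/520 nm.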
Menin-MLL TR inh = displaces Texas Red mutant MLL peptide from human menin | O00255 | Menin + Texas Red MLL mutant peptide, fluorescence polarization | Potency, µM (series often up to 61.6 µM), without a hit: at the highest dose FP activity change, negative = inhibition, hits mostly inhibitors | 0.23% of 270,000 active | AID 1768; active = well fitted inhibition curve with a large enough effect in the polarisation, with a control signal flat, not every such curve was filed as active; inconclusive = small, poorly fitted or top-dose-only effect, or effect the other way, or a change in a side signal; inactive = no such curve, though single readings can be large or run the other way; the % refers to the polarisation; also: potency is read from the fitted curve at half-maximal effect; % of control where 0% means no effect; many of its hits are not listed in these tables
hERG WT inh = blocks the wildtype human KCNH2 potassium channel. Q12809. U2OS, BacMam KCNH2, thallium flux FluxOr; hits give low values. activity change, % at 1.84 µM. 0.37% of 340,000 active. AID 720551;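 active = maximum activity change below -70%; inconclusive = maximum activity change between -70% and -50%; inactive = maximum activity change above -50%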; also: % is scaled to controls: 0 for no effect and ±100 for the full control effect
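U2OS cells were transduced with wild-type KCNH2 virus (2.03 x 10^8 / mL) for 4 h at room temperature, then cultured overnight at 37 C. Thallium flux was read with FluxOr dye. Rate constants were normalized to DMSO controls.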
GALK inh = inhibitors of human galactokinase. 0.007% of 270,000 active. AID 1868. Purified GALK, Kinase-Glo residual ATP luminescence. Potency, µM (highest dose often 57.5 µM), inactives show at the highest dose activity change, negative = inhibition, hits mostly inhibitors; also: potency is read from the fitted curve at half-maximal effect; % is scaled to controls: 0 for no effect and ±100 for the full control effect
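Human GALK (5 nM) with 35 uM ATP and 100 uM galactose in 20 mM HEPES pH 8.0, 5 mM MgCl2, 60 mM NaCl, 1 mM DTT, 0.01% BSA. After 1 h at room temperature, leftover ATP was read by Kinase-Glo Plus luminescence.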
KCNH2 3.1 block = blocks the human KCNH2 3.1 channel isoform; U2OS KCNH2 3.1, thallium flux FluxOr; hits give low values; activity change, % (tested at about 1.8 µM); 0.95% of 340,000 active;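 active = maximum activity change below -70%; inconclusive = maximum activity change from -70% to -50%; inactive = maximum activity change above -50%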;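 also: thallium influx rate constant from kinetic fluorescence after stimulation buffer; % is scaled to controls: 0 for no effect and ±100 for the full control effect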
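Steps: virus added to U2OS suspension (4 h, RT, dark); medium with 10% FBS added, cells plated, 37 C overnight; FluxOr/Red40 loading buffer 45 min RT; stimulation buffer, 2 min kinetic read; rate constant normalized.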
CXXC DNA block = blocks binding of human MLL CXXC domain to DNA | Potency, µM (top dose mostly 115 µM), inactives show top-dose activity change, negative = inhibition, usual class: inhibitors | 0.037% of 290,000 active | AID 2662 | MLL-CXXC / FITC-HOXA9 DNA fluorescence polarization | Q03164; active = well fitted inhibition curve with a large enough effect in the polarisation, with a control signal flat, not every such curve was filed as active; inconclusive = small, poorly fitted or top-dose-only effect, or effect the other way, or a change in a side signal; inactive = no such curve, though single readings can be large or run the other way; the % refers to the polarisation; also: potency is read from the fitted curve at half-maximal effect
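Steps: dispense CXXC domain solution (7 uM) → pin compounds or unlabeled HOX-A9 DNA control → 5 min ambient → add FLSN-HOX-A9 solution (50 nM) → spin → 30 min ambient → fluorescence polarization. Tris pH 7.5/NaCl/DTT/BSA buffer.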
USP2a block = blocks human ubiquitin-specific protease USP2a; O75604; USP2 core, Ub-CHOP2 coupled fluorogenic reporter, 485/531; Potency, µM (titrated, usually from 38.3 µM), for the others: at the highest dose activity change, negative = inhibition, most hits filed as inhibitors; 0.01% of 330,000 active;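 also: potency is read from the fitted curve at half-maximal effect; plate controls were DMSO wells for no effect and full inhibition by NEM control for full effect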
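Deubiquitinase activity read as fluorescence (485/531 nm) after Ub-CHOP2 cleavage activates the enterokinase reporter on its substrate; USP2 core 10nM, Ub-CHOP2 and substrate 25nM each, 30min compound preincubation then 60min RT; data normalized to NEM, curves fitted.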
Giardia killer = kills Giardia lamblia; 0.15% of 340,000 active; Giardia lamblia trophozoite viability; activity change, % at 7.66 µM, hits read low; in the data active = activity change below about -80%; inconclusive = between about -30% and that limit;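 also: parasites exposed to compound for two days anaerobically before the ATP read; % is scaled to controls: 0 for no effect and ±100 for the full control effect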
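Anaerobic 48 hrs incubation at 37 deg C of 100 trophozoites/well with test compounds; ATPLite 1-Step luminescence, 15-30 min RT, reports cellular ATP as viability.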
PKM2 activator = PKM2 (human) enzyme activation | Potency, µM (top dose mostly 57.5 µM), for inactives: at the top dose activation, actives largely listed as activators | AID 1631 | P14618 | 0.34% of 260,000 active | purified PKM2, Kinase-Glo ATP luminescence, activation; response scale: 0% is enzyme alone, no compound; also: potency is read from the fitted curve at half-maximal effect; % is scaled to controls: 0 for no effect and ±100 for the full control effect; nearly all actives have a fitted effect of over 55% in size
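Purified hPK-M2 (>95% pure) converted ADP (0.1 mM final) to ATP with 0.5 mM PEP in 50 mM imidazole pH7.2, KCl, MgCl2, Tween 20, BSA; 1 h at room temperature. ATP detected by Kinase-Glo luminescence.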
The depositor's hits bear a star; ? = inconclusive; . = not tested or not shown; & = joins results of further samples; [ ] = another dose, or the depositor's remark. Unless noted, calls follow the shape of the dose curve; as a rule, active = well fitted curve in the direction sought with a large enough effect; inconclusive = small, poorly fitted or top-dose-only effect, or another doubt; inactive = no such curve, though single readings can be large; an effect the other way counts as inactive or inconclusive.

SMILES	B2AR arrestin	Coupling enz	TRPV1 agonist	Menin-MLL TR inh	hERG WT inh	GALK inh	KCNH2 3.1 block	CXXC DNA block	USP2a block	Giardia killer	PKM2 activator
Cc1onc(-c2ccccc2)c1-c1nnc(CN2CCN(S(=O)(=O)c3ccccc3F)CC2)o1	2.8%	.	3	.	-8	.	?	.	-1%	-1	.
COC(=O)N1CCN(c2ccc(C)c(C)c2)CC1	-0.1%	5	?	-14%	.	1%	.	0%	2%	.	4%
COc1ccc(-c2[nH]c(-c3cc(OC)c4c(c3)OCO4)nc2-c2ccccc2)cc1	2.7%	-2	-5	?	-8	0%	-12	4%	-1%	8	6%
Cc1cc(C)cc(OCC(=O)Nc2cnn(CCCC(=O)O)c2)c1	0.0%	.	1	.	5	-5%	4	-5%	2%	-1	4%
CCC(NS(=O)(=O)c1ccc(C)cc1)C(=O)N1CCOCCOCCOCC1 (stereo not given)	-0.3%	4	-3	-34%	-2	0%	9	-20%	3%	6	.
O=S(=O)(Nc1ccc(Cc2ccncc2)cc1)c1ccc(Cl)cc1	0.5%	2	-2	-9%	-2	2%	-15	-9%	1%	-2	-6%
O=c1cc(C23CC4CC(CC(C4)C2)C3)[nH][nH]1	.	-21	0	-10%	-9	-2%	0	-5%	.	12	-4%
CCC(C)Nc1ncnc2c1cnn2Cc1ccc(Cl)cc1 (stereo not given)	-0.2%	-5	-6	13%	7	2%	1	-5%	1%	17	6%
Cc1ccc(C)c(CN2CCCN(C(=O)Cn3ncc4c3-c3ccccc3OC4)C2)c1	0.0%	2	?	-9%	3	1%	-2	4%	-4%	-1	-2%
COc1cc(O)c(C(CCN2CCCCC2)c2cc(OC)c(OC)c(OC)c2)c(OC)c1 (stereo not given)	-0.1%	-2&-1	-4	-2%	8	4%	2	-7%	-3%	-26&26	-7%
Cc1nc2ccc(NC(=O)c3ccc(Cl)c(NC(=O)c4cccs4)c3)cc2s1	0.3%	0	-3	?	0	-1%	-23	-5%	-8%	3	-1%
Cn1nnnc1SCC(=O)Nc1ccccc1N1CCOCC1	-1.0%	4	-1	5%	10	0%	4	1%	2%	9	5%
CCNC(=O)COC(=O)c1cc(-c2ccco2)nc2ccccc12	-0.4%	0	19	.	0	.	19	7%	-1%	0	1%
CN(C)c1nccc(Nc2ccccc2)c1C#N	-0.4%	9	18	1%	4	1%	-4	1%	1%	6	-2%
COCCNc1oc(-c2ccccc2Cl)nc1C#N	0.2%	1	?	-6%	24	2%	-11	3%	3%	17	3%
CN(CC(=O)Nc1ccccc1Cl)C(=O)COC(=O)c1ccc([N+](=O)[O-])s1	-0.6%	.	.	.	6	.	-22	.	2%	?	.
CC(=O)N/C(=C\c1ccccc1)C(=O)N1CCOCC1	-0.4%	-1	1	22%	2	1%	8	-10%	4%	3	2%
O=c1oc2ccccc2c(Nc2cccc3cccnc23)c1[N+](=O)[O-]	0.1%	-17	-4	-18%	-3	-1%	-25	1%	2%	-1	-2%
C=CC[C@@H](CC(=O)N[C@@H](CO)Cc1ccccc1)C(=O)N[C@@H](COC(=O)[C@@H](CC=C)CC(=O)OC(C)(C)C)Cc1c[nH]c2ccccc12	-1.4%	.	.	.	-1	.	-7	.	-3%	8	.
O=C(NCc1ccc(Cl)cc1)c1ccc2c(=O)n(CC3CCCO3)c(=S)[nH]c2c1 (stereo not given)	-0.2%	1	1	33%[activator]	-4	0%	-1	-1%	0%	7	2%
CCc1nc2ccc(C(=O)NCCCN3CCN(c4ccc(F)cc4)CC3)cc2nc1CC	-0.8%	0	-3	-16%	22	.	-21	9%	3%	29	.
Cc1ccc(S(=O)(=O)Nc2ccc3cn[nH]c3c2)c(C)c1	-1.0%	.	-2	.	6	.	-2	.	0%	6	.
CCOC(=O)N1CCc2c(sc3ncn(Cc4ccc(F)cc4)c(=O)c23)C1	0.1%	0	8	.	-1	-1%	-3	2%	2%	8	?
Cc1ccc(C(C(=O)NC2CCCC2)N(Cc2ccc(F)cc2)C(=O)c2snc(C(N)=O)c2N)o1 (stereo not given)	-0.5%	1	5	.	3	1%	-2	2%	3%	-1	.
CCOc1ccc(CCNC(=O)c2ccc(S(=O)(=O)N3CCCC3)cc2)cc1OCC	0.3%	.	-6	.	1	.	-3	.	0%	-5	.
Cn1c2c(c(=O)n(C)c1=O)C(NS(=O)(=O)c1ccc(Cl)cc1)(C(F)(F)F)C(=O)N2 (stereo not given)	-0.1%	7	-3	11%	-1	-3%	-2	-1%	-1%	-6	-1%
Cc1cc2c3c([nH]c2cc1S(=O)(=O)N1CCC2(CC1)OCCO2)CCCC3=O	-0.2%	.	0	.	-10	2%	5	0%	-1%	37[activator]	.
Cc1nc(C)n(CC(=O)N2CCCC(C(=O)c3ccc(Cl)cc3C)C2)n1 (stereo not given)	-0.6%	-2	-2	-6%	.	-2%	-8	-10%	-1%	6	-12%
COc1ccc(S(=O)(=O)CCC(=O)NCc2ccc(C)o2)cc1	-0.1%	3	-1	9%	-10	.	0	.	-1%	-13	13%
CCOC(=O)c1c(NC(=O)CSc2nnc(CNc3ccc(F)cc3)o2)sc(C(C)=O)c1C	-0.2%	1	0	?	-1	-4%	-2	-1%	3%	-20	-11%
O=C(N/N=C\c1ccc(Cl)s1)c1cccs1	0.0%	0	?	?	-7	-1%	-15	-5%	1%	13	3%
CC[C@]12c3[nH]c4cc(-c5ccco5)ccc4c3CCN1C(=O)[C@@H](CC(=O)NC/C=C(\C)CCC=C(C)C)C[C@@H]2C(=O)N1CCN(C(=O)c2ccco2)CC1	-0.8%	.	.	.	-2	.	-17	.	-19%	-10	.
CC(C)=CCN1CCN(Cc2ccc(Sc3nncn3C)o2)CC1CCO (stereo not given)	0.0%	1	-3	3%	5	2%	11	11%	-1%	2	0%
Cc1cc(NC(=O)CC2(CC(=O)O)CCCC2)n(C)n1	-0.4%	-3	1	.	5	-1%	-2	-2%	2%	3	3%
CCc1ccc(CN2C(=O)CCC2(C)C(=O)NC2CCCC2)cc1 (stereo not given)	-0.3%	5	5	6%	-12	2%	-14	6%	2%	52[activator]	-1%
CCN1CCc2c(sc(NC(=O)c3ccc(S(=O)(=O)N4CC(C)OC(C)C4)cc3)c2C(N)=O)C1 (stereo not given)	-0.1%	-2	-2	24%	3	1%	-6	25%	7%	32[activator]	.
O=C(O)CCCC(=O)Nc1ccccc1Oc1ccccc1	0.3%	5	0	.	-4	9%	-8	0%	0%	-2	1%
Cc1ccccc1CN(C)C(=O)c1ccc2ccccc2n1	-1.7%	1	0	-22%	-7	14%	-1	-4%	1%	2	-6%
O=C1CCCN2N=C(SCC(=O)Nc3cccc(C(F)(F)F)c3)SC2=N1	0.4%	1	-3	17%	1	0%	4	8%	2%	-9	.
CCCCOC(=O)c1ccc(Nc2ncnc3nc[nH]c23)cc1	0.5%	1	27	-4%	0	-2%	-2	-2%	1%	-24	-8%
COc1ccc(NC(=S)Nc2ccccc2SC)c(OC)c1	-1.2%	3	2	-3%	-2	1%	-11	0%	1%	2	2%
O=C(CN1CCN(S(=O)(=O)N2CCCCC2)CC1)Nc1ccc(Cl)c(Cl)c1	-0.3%	-1	-7	0%	-17	-2%	-3	2%	3%	7	-1%
N#CC1(Cc2ccccc2Cl)c2ccccc2C=CN1C(=O)c1ccccc1 (stereo not given)	0.3%	4	14	6%	1	0%	-5	10%	1%	7	5%
CCN(CC)CCCN1CC(O)=C(c2nc3ccccc3s2)C1=N	0.1%	0	2	.	24	-4%	-8	1%	0%	14	-4%
CCn1c(/C=C/c2ccc(O)c(O)c2)nc2ccccc2c1=O	-0.1%	-7	1	?	-9	-2%	6	-9%	-6%	4	7%
Cc1ccc(C)c(N2CCN(C(=O)C34CC5CC(C3)CC(n3nnc(C)n3)(C5)C4)CC2)c1	-1.1%	-2	2	.	13	-2%	6	-7%	-5%	13	-2%
O=C(Cc1ccccc1)N1CCN=C1SCc1ccc([N+](=O)[O-])cc1	-0.3%	5	3	7%	37	0%	-15	0%	1%	4	8%
N#CCC(=O)Nc1ccc(C(=O)NNC(=S)NC2CCCCC2)cc1	0.2%	.	.	.	-12	.	-6	.	2%	1	.
CCOC(=O)C1(Cc2ccccc2C)CCCN(C(=O)CCc2c(C)noc2C)C1 (stereo not given)	-0.7%	.	?	.	1	1%	-8	6%	2%	12	.
COCCn1c(SCC(=O)c2[nH]c(C)c(C(C)=O)c2C)nc2ccccc2c1=O	-0.5%	-1	?	.	1	0%	10	9%	10%	-8	6%

These rows are one share of the data; the hit share may differ from the screen's.
